Screening data (PubChem BioAssay)
NOD2 inhibition: NOD2 signaling inhibitors, cell-based, luminescence, uHTS, HEK293 (AID 1566); HEK293 NOD2/NF-kB luciferase reporter, luminescence; higher % means a stronger effect; inhibition, % at 4 µM, or EC50 in µM where a hit was titrated; 290,000 tested, 0.63% active; also: many of its hits are not listed in these tables
GPR55 activation: selective activators of receptor GPR55 – imaging, U2OS cells, beta-arrestin-GFP redistribution, primary screen (AID 1961) | U2OS GPR55 beta-arrestin-GFP redistribution imaging; higher % means a stronger effect | one-dose activation, % at 10 µM; EC50 in µM for titrated hits | 290,000 tested, 0.048% active;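 active = activation above 40% with more than 50 cells counted in the well; inconclusive = wells holding fewer than 50 cells, flagged as toxic or sparse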;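 also: U2OS osteosarcoma cells stably expressing GPR55 and beta-arrestin-GFP; plate controls were DMSO negative control for no effect and LPI positive control for full effect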
MgcRacGAP inhibition: MgcRacGAP GTPase-activating activity inhibitors, confirmation, biochemical, ADP Hunter fluorescence. MgcRacGAP-stimulated Rac1 GTP hydrolysis, ADP Hunter fluorescence; higher % means a stronger effect; GST-tagged Rac1 F28L mutant substrate. inhibition, % at 30 µM, or IC50 in µM where a hit was titrated. 340,000 tested, 0.6% active. AID 624330;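 active = first-screen hits whose inhibition reached a set limit at any dose in the follow-up dose series; inconclusive = inhibition above the set first-screen limit but never retested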;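 also: fluorescence reports GDP produced by GAP-driven GTP hydrolysis; strong numbers were not always called active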
KOR beta-arrestin-1: KOR agonists, beta-arrestin recruitment, primary screen, cell-based, luminescence, uHTS (AID 1777); KOR beta-arrestin recruitment, luminescence; higher % means a stronger effect; activation, % at 10 µM; hits with a dose series show EC50 in µM; 280,000 tested, 0.02% active; in the data active = activation above about 50%, passing the limit was not always enough; also: a part of the inactive calls stands beside numbers as strong as those of hits
GPR55 LPI antagonism: inhibition of LPI-stimulated GPR55 beta-arrestin translocation – imaging, U2OS, beta-arrestin-GFP, LPI agonist, primary screen (AID 2013). U2OS GPR55 beta-arrestin-GFP translocation imaging, LPI antagonism; higher % means a stronger effect. one-dose inhibition, % at 10 µM; IC50 in µM for titrated hits. 290,000 tested, 0.13% active;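 active = spots per cell inhibited over 60%, with over 100 cells counted and total cytoplasm intensity under 500,000; inconclusive = wells with under 100 cells, flagged as likely toxic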;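 also: U2OS cells stably carrying GPR55 and arrestin-GFP stimulated by 5 µM LPI near EC80; imaged beta-arrestin-GFP aggregate spots per cell after agonist stimulation; plate controls were LPI-stimulated DMSO wells for no effect and DMSO wells without LPI for full effect; some results filed as inactive read as strong as hits; confirmed hits need IC50 under 10 µM and bright autofluorescent wells are also inconclusive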
Large T inhibition: SV40 large T antigen inhibitors, biochemical (AID 1903); SV40 large T antigen ATPase/helicase inhibition assay; higher % means a stronger effect; 310,000 tested, 0.39% active; inhibition, % at 20 µM; hits with a dose series show IC50 in µM; in the data active = a potency from the dose series; inconclusive = inhibition mostly from about 32% at the one dose, without a potency; inactive = the rest, 99 in 100 with inhibition below about 32%; also: strong numbers were not always called active
HIV fusion peptide: inhibitors of HIV fusion peptide binding, primary screen, biochemical, uHTS, fluorescence dequenching (AID 1986); cell-free peptide binding, fluorescence dequenching, 30 min; higher % means a stronger effect; one-dose inhibition, % at 20 µM; IC50 in µM for titrated hits; 290,000 tested, 0.3% active; in the data active = inhibition mostly above about 52%, no sharp cut-off; inactive = mostly below about 76%; also: some results filed as inactive read as strong as hits
NOD1 NF-kB reporter: inhibition of NOD1-driven NF-kB reporter – cell-based, luminescence, uHTS, primary screen (AID 1578). NOD1-driven NF-kB luciferase reporter cells, luminescence; higher % means a stronger effect. inhibition, % at 4 µM, or EC50 in µM where a hit was titrated. 290,000 tested, 1% active; in the data active = inhibition mostly above about 36%, no sharp cut-off; inactive = mostly below about 34%;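 also: HEK-293T reporter cells stimulated with the NOD1 agonist gamma-tri-DAP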
KOR beta-arrestin-2: kappa opioid receptor blockers – cell-based, luminescence, uHTS (AID 1778); inhibition, % at 10 µM, or IC50 in µM where a hit was titrated; KOR beta-arrestin recruitment, luminescence, antagonist mode; higher % means a stronger effect; 290,000 tested, 0.091% active; also: strong numbers were not always called active
* = called active by the depositor; ? = inconclusive; · = no result given; [ ] = another dose, or the depositor's remark. Rule as the data show it, unless noted: active = inhibition above about 50%; inactive = the rest. Some of the compounds tested, so the mix of outcomes need not match the whole.

Fields: KOR beta-arrestin-1	HIV fusion peptide	MgcRacGAP inhibition	NOD1 NF-kB reporter	GPR55 activation	Large T inhibition	GPR55 LPI antagonism	KOR beta-arrestin-2	NOD2 inhibition
> CCCCCC(=O)NNC1CC(=O)N(c2cccc(OCC)c2)C1=O (configuration not stated)
→ 0.6%	-0.4%	11%	9%	0.2%	69%	-2%	-4%	-17%
> Cc1c(NS(=O)(=O)c2ccc(Cl)c(C(=O)OC(C)C(=O)NCc3ccco3)c2)c(=O)n(-c2ccccc2)n1C (configuration not stated)
→ -1.1%	-1.0%	-17%	-12%	-0.2%	15%	22%	-17%	-3%
> O=C(COC(=O)/C=C/c1cccs1)NC(c1ccccc1)c1ccccc1
→ 1.7%	3.0%	8%	-19%	0.4%	5%	9%	9%	9%
> COc1ccc(C(=O)/C(=C/O)N=Nc2ccc(F)cc2)cc1
→ -6.3%	-0.3%	-4%	-19%	-0.3%	8%	2%	9%	-60%
> CC(C)(C)c1ccc(-c2cn(-c3ccc(Br)cc3)c3[n+]2CCCS3)cc1
→ 5.4%	0.0%	5%	57%*	0.1%	11%	-8%	-28%	23%
> N[C@@H](Cc1ccccc1)c1nnc2sc(SCc3ccccc3)nn12
→ -2.1%	-2.0%	7%	14%	-0.2%	4%	-7%	5%	8%
> O=C(CN1C(=O)c2cccc3cccc1c23)N1CCN(c2cccc(Cl)c2)CC1
→ 27%	0.4%	7%	-41%	-0.1%	0%	8%	7%	-19%
> O=C(COc1ccc(Cl)cc1)N1CCN(C(=O)c2ccccc2F)CC1
→ 0.1%	1.7%	5%	27%	-0.1%	5%	-3%	10%	10%
> O=C(OCCCCOC(=O)c1ccccc1)c1ccccc1
→ -1.8%	0.8%	7%	4%	0.6%	4%	12%	9%	20%
> CSc1nsc(SC)c1C(=O)N1CCN(S(=O)(=O)c2ccc(C)cc2)C1C(C)C (configuration not stated)
→ 4.8%	0.5%	9%	-10%	0.0%	2%	-3%	-1%	18%
> COc1ccc(-c2nc(=S)c3c(n2Cc2cccnc2)CC(C)(C)OC3)cc1
→ -2.2%	0.3%	5%	-8%	0.4%	4%	5%	4%	3%
> COc1cccc(C2c3c(oc4ccccc4c3=O)C(=O)N2CCCN2CCOCC2)c1 (configuration not stated)
→ 3.9%	2.1%	-7%	-28%	-0.2%	1%	-4%	-17%	23%
> S=c1[nH]nc(-c2cccnc2)n1/N=C/C=C/c1ccco1
→ -4.9%	24%	22%	-25%	-0.1%	?	2%	-40%[20 µM]	7%
> O=C(NC1CCCCCC1)c1ccc(OCC2CCCO2)cc1 (configuration not stated)
→ 0.2%	-0.5%	0%	-39%	-0.1%	11%	10%	-17%[20 µM]	-82%
> CS/C(N)=N/N=C/c1c(O)ccc2ccccc12
→ 11%	-3.0%	6%	-4%	-0.2%	14%	13%	-6%	-66%
> O=C(O)c1cccc(N2C(=O)CCC2=O)c1
→ 1.7%	0.9%	·	-3%	-0.1%	·	-4%	-1%	0%
> C1=C(CCNc2nnnn2-c2ccccc2)CCCC1
→ -1.2%	1.0%	7%	5%	0.0%	13%	13%	14%	6%
> COc1ccc(-c2noc(CSc3nc(-c4ccccc4)cc(=O)[nH]3)n2)cc1OC
→ 9.7%	4.5%	19%	1%	-0.2%	3%	2%	-9%	25%
> CC(C)c1c(C(=O)N/N=C/c2ccncc2)nnn1-c1nonc1N
→ -18%	-0.4%	9%	3%	-0.1%	-3%	6%	41%	5%
> Cc1ccccc1N(Cc1nnc2n1CCCCC2)C(=O)Nc1ccccc1
→ -1.7%	0.6%	-5%	-8%	-0.2%	10%	6%	2%	10%

Fields: KOR beta-arrestin-1	HIV fusion peptide	MgcRacGAP inhibition	NOD1 NF-kB reporter	GPR55 activation	Large T inhibition	GPR55 LPI antagonism	KOR beta-arrestin-2	NOD2 inhibition
> N#Cc1c(SCC(=O)O)nc(N2CCCCC2)c2c1CCCC2
→ 0.0%	4.9%	6%	-6%	0.4%	0%	3%	11%	8%
> CC(=O)C1=C(C)NC(=O)CC1c1ccc(Br)cc1 (configuration not stated)
→ -4.2%	-0.2%	5%	-28%	-0.3%	12%	5%	2%	-3%
> O=C(NCCc1ccc(Cl)cc1)c1ccc(OCC2CCCO2)cc1 (configuration not stated)
→ -1.9%	0.7%	6%	-76%	0.2%	22%	-11%	-10%	-16%
> CC(=O)c1c(C(C)=O)c(C)n(Cc2ccccc2)c1C
→ -3.4%	-0.7%	8%	14%	-0.1%	4%	-16%	-8%	17%
> CCC(=O)N1CCc2cc(S(=O)(=O)CCC(=O)Nc3ccc(C(C)=O)cc3)ccc21
→ 13%	0.3%	7%	0%	0.0%	20%	-4%	-25%	10%
> O=C(/C=C/c1cccc([N+](=O)[O-])c1)N1CCN(c2ccccn2)CC1
→ 2.9%	0.1%	11%	-29%	0.2%	3%	6%	-20%	-6%
> O=C(COc1ccccc1)NC(=S)N1CCc2ccccc21
→ 12%	2.3%	10%	-3%	-0.4%	8%	5%	-15%	-1%
> Cc1ccc(C(C(=O)NC2CCCC2)N(C(=O)c2csnn2)C2CC2)cc1 (configuration not stated)
→ 2.4%	0.0%	5%	-22%	0.0%	2%	3%	-23%	-2%
> CCOc1ccc(CN(C)C(=O)CNC(=O)Cc2cccc3ccccc23)cc1
→ -1.0%	0.1%	4%	-21%	-0.2%	4%	14%	-29%	15%
> COc1ccc2c(c1)c(C(=O)CN1CCN(Cc3ccccc3)CC1)c(C)n2C
→ -0.6%	0.4%	-14%	-14%	-0.1%	14%	14%	0%	-8%
> C/C(=N\NC(=O)c1ccc(Cn2cc(Br)cn2)o1)c1cccc(NC(=O)C(C)C)c1
→ -1.9%	0.4%	-6%	-38%	0.0%	22%	13%	·	16%
> O=C(Cc1ccccc1)Nc1cccc(N2CCCC2)c1
→ -0.5%	-2.8%	30%	-19%	-0.2%	-1%	1%	-30%	0%
> O=C(CN1CCCCCC1)Nc1ccc(Br)cc1Br
→ 2.8%	-0.2%	11%	-37%	-0.2%	6%	5%	0%	-3%
> COc1ccc2nc(NC(=O)CSc3nnc(N)s3)sc2c1
→ -3.3%	-1.5%	12%	-5%	-0.2%	-1%	-10%	-16%	-54%
> Cc1noc(C)c1C(=O)NCc1ccccc1F
→ -2.1%	1.8%	7%	-19%	-0.1%	3%	13%	11%	15%
> COc1ccccc1NC(=O)CSC1=NC(=O)C(Cc2ccccc2)C(=O)N1 (configuration not stated)
→ -0.5%	-0.5%	6%	-17%	-0.1%	-4%	1%	4%	-3%
> CCOC(=O)c1c(C)nc2ccccc2c1C
→ 0.2%	0.0%	7%	9%	0.0%	2%	-7%	-14%	-10%
> Cc1ccccc1/C=N/n1c(C2CCCCC2)n[nH]c1=S
→ 2.3%	1.6%	9%	1%	-0.1%	10%	10%	-20%	6%
> CCN(CC)S(=O)(=O)c1ccc(-n2cnc3cc(C)c(C)cc32)nc1
→ -4.2%	0.9%	15%	-16%	-0.3%	12%	2%	-10%	-4%
> COc1ccc2oc(C(=O)CCC(=O)O)c(N)c2c1
→ 12%	1.9%	-5%	-16%	-0.1%	7%	1%	20%	2%

Fields: KOR beta-arrestin-1	HIV fusion peptide	MgcRacGAP inhibition	NOD1 NF-kB reporter	GPR55 activation	Large T inhibition	GPR55 LPI antagonism	KOR beta-arrestin-2	NOD2 inhibition
> Cn1c(-c2ccc3nc(N)sc3c2)nc2cc(N)ccc21
→ 2.3%	-2.7%	20%	-25%	-0.1%	28%	5%	15%	-20%
> CCOC(=O)c1sc(NC(=O)CSc2nc3c(c(=O)n2-c2ccccc2)SCC3)c(C(=O)OCC)c1C
→ -1.4%	-0.8%	·	-17%	0.2%	-9%	9%	0%	15%
> Cc1ccc(S(=O)(=O)N2CCN(S(=O)(=O)c3ccc4c(c3)OCCO4)CC2)cc1
→ -1.8%	-1.2%	6%	-18%	-0.2%	2%	3%	-2%	-2%
> O=[N+]([O-])c1ccc(O)c(P(=O)(c2ccccc2)c2ccccc2)c1
→ -1.4%	-0.3%	-3%	-2%	0.3%	-4%	3%	47%	-75%
> COc1ccc(CNC(=O)CN(c2ccc(C)cc2)S(=O)(=O)c2c(C)nn(C)c2C)cc1
→ 11%	1.3%	1%	27%	-0.1%	11%	10%	16%	24%
> CC1CC(C)CN(CCCNC(=O)C2CCCN(S(=O)(=O)N3CC(C)CC(C)C3)C2)C1 (configuration not stated)
→ -8.7%	1.0%	-3%	-22%	-0.1%	8%	18%	-13%	5%
> Cc1ccc(-c2cccc(CN3CCN(C(C)C)C(CCO)C3)c2)o1 (configuration not stated)
→ 1.7%	-0.3%	7%	-29%	-0.2%	2%	-4%	25%	-3%
> CCc1nc(SCC(=O)N2c3ccccc3Sc3ccccc32)c2ccccc2n1
→ -0.3%	-0.8%	4%	11%	-0.2%	3%	12%	12%	11%
> COc1cc2nc(-c3ccccc3C)oc(=O)c2cc1OC
→ 6.2%	1.8%	-5%	-2%	-0.1%	3%	12%	-1%	5%
> Cc1ccc(NCc2ccc([N+](=O)[O-])s2)cc1
→ -2.6%	-1.8%	15%	25%	-0.1%	26%	4%	10%	13%
> O=C(N/N=C/c1c(Cl)nc2ccccn2c1=O)c1cccnc1
→ 2.7%	2.5%	0%	-2%	-0.2%	14%	17%	-10%	8%
> CC(C)Oc1ccc(NC(=O)c2ccncc2)cc1
→ -3.2%	0.5%	9%	-22%	-0.1%	4%	-11%	11%	6%
> CCc1nccn1S(=O)(=O)c1ccc2ccc(C)cc2c1
→ -1.7%	0.3%	9%	-15%	-0.2%	4%	-1%	10%	-10%
> CSc1nc2c(c(=O)[nH]1)C(c1ccccc1Cl)CC(=O)N2 (configuration not stated)
→ -3.9%	1.0%	5%	-33%	1.1%	8%	1%	-2%	2%
> Cc1ccc(S(=O)(=O)N(C)Cc2ccc(C(=O)N/N=C3\CCCC(=O)C3)cc2)cc1
→ 3.8%	7.9%	5%	-32%	0.0%	2%	1%	12%	5%
> CC(=O)Nc1ccc(S(=O)(=O)NNc2ccc([N+](=O)[O-])cc2)cc1
→ 2.9%	21%	-14%	-25%	-0.1%	28%	13%	-17%[20 µM]	-123%
> CCn1c(Cn2nnc(-c3ccccc3)n2)nnc1SCc1ccc(Cl)c(Cl)c1
→ 2.6%	-0.3%	7%	-22%	0.5%	10%	2.8µM*	18%	-13%
> Cc1ccc(N2C(=O)c3ccccc3C2=O)cc1C
→ -2.6%	-1.4%	10%	-23%	-0.4%	-3%	10%	-3%	-7%
> O=C(O)CSC(NC(=O)c1cccnc1)(C(F)(F)F)C(F)(F)F
→ -2.8%	-3.4%	3%	-12%	-0.4%	20%	-11%	35%	1%
> O=C(NCc1ccncc1)C1CCCN1S(=O)(=O)c1ccc(Cl)cc1 (configuration not stated)
→ -2.0%	1.6%	5%	0%	-0.1%	25%	26%	22%	11%
> Fc1cccc(Cl)c1/C=N/Nc1ccccn1
→ -5.1%	0.9%	8%	-58%	0.0%	10%	-10%	-6%	-60%
